CHX counter – counter-screen hit for Shiga toxin inhibitors, cycloheximide; 300,000 tested, 12% active; max response, %; cell reporter, cycloheximide protein synthesis inhibition counterscreen; in the data active means max response mostly above about 13%, no sharp cut-off; inactive means mostly below about 14%; further: read at 38.3 µM for the half of the compounds with a filed dose; 0% is about no effect
LmPK inhibitor – inhibitors of Leishmania mexicana pyruvate kinase | AID 1721 | purified LmPK, Kinase-Glo ATP luminescence, 1 h | Potency, µM (doses to about 57.5 µM), for inactives: top-dose activity change, negative = inhibition, most hits filed as inhibitors | Q27686 | 290,000 tested, 0.37% active; further: potency means the concentration at half of the fitted maximal effect; on the % scale 0 is the no-effect control and ±100 the full control effect
Target sequence (Q27686 whole entry, looked up): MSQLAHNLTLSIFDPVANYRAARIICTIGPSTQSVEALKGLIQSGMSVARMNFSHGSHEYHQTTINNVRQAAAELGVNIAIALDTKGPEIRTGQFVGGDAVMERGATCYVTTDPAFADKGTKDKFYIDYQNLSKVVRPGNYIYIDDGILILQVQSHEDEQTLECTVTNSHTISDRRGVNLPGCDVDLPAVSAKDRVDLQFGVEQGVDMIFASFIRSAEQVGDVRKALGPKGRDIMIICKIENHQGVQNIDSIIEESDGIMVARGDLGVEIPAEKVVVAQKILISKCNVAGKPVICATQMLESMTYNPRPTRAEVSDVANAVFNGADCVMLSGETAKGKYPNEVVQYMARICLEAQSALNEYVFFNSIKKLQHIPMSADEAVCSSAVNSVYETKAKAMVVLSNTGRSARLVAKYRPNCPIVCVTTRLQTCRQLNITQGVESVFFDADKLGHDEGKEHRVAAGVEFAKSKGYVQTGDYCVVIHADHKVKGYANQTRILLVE
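Kinase-Glo luminescence read after 1 h RT reaction of 0.1 nM LmPK with 0.5 mM PEP and 0.1 mM ADP. Activity scaled between uninhibited and enzyme-free controls.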
AmpC inh no detg – AmpC beta-lactamase inhibition without detergent; P00811; AmpC nitrocefin hydrolysis, absorbance 480 nm, 0.0001% Triton; Potency, µM (doses to about 57.1 µM), without a hit: at the highest dose activity change, negative = inhibition, actives largely listed as inhibitors; 330,000 tested, 0.52% active; AID 485341;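 further: potency means the concentration at half of the fitted maximal effect; plate controls were no compound for no effect and no enzyme for full effect; nearly all actives have a fitted effect of over 20% in size; some results filed as inactive show a strong effect at the top dose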
Target sequence (P00811 whole entry, looked up): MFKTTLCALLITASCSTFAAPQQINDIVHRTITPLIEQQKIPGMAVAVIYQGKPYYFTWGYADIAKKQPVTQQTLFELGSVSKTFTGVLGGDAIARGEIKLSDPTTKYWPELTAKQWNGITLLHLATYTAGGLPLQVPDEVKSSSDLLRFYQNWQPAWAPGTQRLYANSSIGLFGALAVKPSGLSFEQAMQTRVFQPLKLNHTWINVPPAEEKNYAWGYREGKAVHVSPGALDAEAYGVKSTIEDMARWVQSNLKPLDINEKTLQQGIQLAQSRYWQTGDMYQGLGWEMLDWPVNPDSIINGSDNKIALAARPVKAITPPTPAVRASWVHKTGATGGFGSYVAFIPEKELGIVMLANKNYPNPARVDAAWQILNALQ
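AmpC (5.3 nM in the dispensed reagent) in 20 mM phosphate pH 7.0 with 0.01% (detergent screen) or 0.0001% Triton X-100 was preincubated with compounds for 15 min at room temperature. Nitrocefin was then added from an 800 uM solution, and hydrolysis was followed at 480 nm.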
Shiga inhibitor – inhibitors of Shiga toxin in Vero cells | Vero cells, Shiga toxin protein synthesis inhibition reporter | AID 2315 | inhibition, % at 38.7 µM | 290,000 tested, 9.2% active; in the data active means inhibition mostly above about 28%, no sharp cut-off; inactive means mostly below about 43%; further: 0% is about no effect
Tb PYK inh – blocks Trypanosoma brucei pyruvate kinase; Q57TT1; TbPYK enzyme, Kinase-Glo Plus ATP luminescence, 45 min; Potency, µM (top dose mostly 76.8 µM), inactives show top-dose activity, negative = inhibition, most hits filed as inhibitors; 410,000 tested, 0.12% active; AID 624173; further: potency means the concentration at half of the fitted maximal effect; on the % scale 0 is the no-effect control and ±100 the full control effect; nearly all actives have a fitted effect of over 50% in size
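Enzyme and substrate buffer are dispensed first and compound is pin-transferred. ADP at 130 uM final then starts the reaction, which runs 45 min at room temperature. Detection reagent is added for 10 min before luminescence is imaged.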
Pf growth 96h – P. falciparum growth inhibition at 96 hours; P. falciparum luciferase reporter growth, 96 h; Potency, µM (top dose mostly 28.7 µM), for the others: top-dose activity change, negative = inhibition, actives largely listed as inhibitors; 320,000 tested, 6.9% active; further: potency means the concentration at half of the fitted maximal effect; on the % scale 0 is the no-effect control and ±100 the full control effect
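Luminescence readout: decreased luciferase signal marks inhibited growth of reporter-expressing P. falciparum in infected red cells (2% hematocrit, 0.05% parasitemia final), exposed to compound two generations (96 h, 37 C, 5% CO2).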
Pf growth 48h – inhibits P. falciparum growth in the first generation, 48 h. P. falciparum luciferase growth in erythrocytes, 48 h. Potency, µM (top dose mostly 28.7 µM), for inactives: top-dose activity change, negative = inhibition, usual class: inhibitors. 310,000 tested, 5.9% active. AID 504832; further: potency means the concentration at half of the fitted maximal effect; on the % scale 0 is the no-effect control and ±100 the full control effect
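Here the parasites carry a stable luciferase gene and grow inside erythrocytes in Albumax-based RPMI medium with compound for one erythrocytic cycle. Activity is scored as loss of luminescent signal.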
* hit, by the source's call; & = joins results of further samples; [ ] = remark or other dose. Unless noted, the call rests on the fitted dose curve; in most records, active means well fitted curve in the direction sought with a large enough effect; inconclusive means small, poorly fitted or top-dose-only effect, or another doubt; inactive means no such curve, though single readings can be large; an effect the other way counts as inactive or inconclusive.

`Nc1nc(-c2ccccn2)nc(N)c1Cc1c(F)cccc1Cl` gave CHX counter 34*, LmPK inhibitor -11%, AmpC inh no detg -14%, Shiga inhibitor 43, Tb PYK inh -2%, Pf growth 96h inconclusive and Pf growth 48h 12µM*.
`O=C(O)CCN1C(=O)CC(N2C(=O)/C(=C/c3ccc(Cl)cc3)SC2=S)C1=O` (stereo not drawn) gave CHX counter -1, LmPK inhibitor 0%, AmpC inh no detg -20%, Shiga inhibitor -9, Tb PYK inh -4%, Pf growth 96h 1% and Pf growth 48h 4%.
`Cc1ccc(C(=O)Nc2nncs2)cc1S(=O)(=O)N1CCOCC1` gave CHX counter -1, LmPK inhibitor -7%, AmpC inh no detg -9%, Shiga inhibitor -15, Tb PYK inh 0% and Pf growth 48h -2%.
Screening O=C(CN1CCN(c2ccccc2Cl)CC1)NC1CCCc2ccccc21 (stereo not drawn) returned CHX counter -5, LmPK inhibitor -3%, AmpC inh no detg 116%[activator], Shiga inhibitor -9, Tb PYK inh 7%, Pf growth 96h -26% and Pf growth 48h -2%.
`CCN(CC)c1ccc(C(=O)OCC(=O)N(C(C)C)C(C)C)cc1` gave CHX counter 12, LmPK inhibitor 9%, AmpC inh no detg 47%, Shiga inhibitor 15, Tb PYK inh 6%, Pf growth 96h 29% and Pf growth 48h 362%[activator].
Screening CNc1ccccc1C(=O)OCC(=O)c1ccccc1 returned CHX counter 46*, LmPK inhibitor -7%, AmpC inh no detg -20%, Shiga inhibitor 33*, Tb PYK inh 1%, Pf growth 96h 109%[activator] and Pf growth 48h 120%[activator].
`CC(=O)c1cc(C#N)c(SCC(=O)C(C)(C)C)nc1C` gave CHX counter 55*, LmPK inhibitor -6%, AmpC inh no detg -6%, Shiga inhibitor 89*, Tb PYK inh -2%, Pf growth 96h 15% and Pf growth 48h -15%.
Screening O=C(c1ccc(Br)cc1)C(CN1CCOCC1)c1ccccc1 (stereo not drawn) returned CHX counter 5, LmPK inhibitor 8%, AmpC inh no detg -26%, Shiga inhibitor 26, Tb PYK inh -2%, Pf growth 96h inconclusive and Pf growth 48h 0%.
`CCCCCCOC(=O)c1ccc(OC(=O)c2cccnc2)cc1` gave CHX counter 32*, LmPK inhibitor 0%, AmpC inh no detg 71%[activator], Shiga inhibitor 58*, Tb PYK inh -4% and Pf growth 96h 94%[activator].
`COc1ccc(C(=O)CN(Cc2ccccc2)C2=NCCS2)cc1` gave CHX counter -2, LmPK inhibitor 11%, AmpC inh no detg -6%, Shiga inhibitor -6, Tb PYK inh 2%, Pf growth 96h -17% and Pf growth 48h -1%.
`CCOC(=O)Cc1csc(NC(=O)c2ccc(S(=O)(=O)N3CCCC3)cc2)n1` gave CHX counter -3, LmPK inhibitor 6%, AmpC inh no detg -7%, Shiga inhibitor -12, Tb PYK inh 2%, Pf growth 96h inconclusive and Pf growth 48h -3%.
Screening O=C(COC(=O)c1cc(=O)[nH]c2ccccc12)NC(=O)NC1CCCCC1 returned CHX counter -6, LmPK inhibitor 0%, AmpC inh no detg -12%, Shiga inhibitor -9, Tb PYK inh 33%, Pf growth 96h -27% and Pf growth 48h 3%.
For CCCOc1ccc(-c2c(=O)n(OCC(=O)OCC)c3ccccc3[n+]2[O-])cc1 the results were CHX counter 39*, LmPK inhibitor 0%, AmpC inh no detg -18%, Shiga inhibitor 59*, Tb PYK inh -1%, Pf growth 96h 5% and Pf growth 48h 20%.
Screening O=C(Nc1ccc([N+](=O)[O-])cc1)c1cc2ccccc2nc1Cl returned CHX counter 20*, LmPK inhibitor 8%, AmpC inh no detg -40%, Shiga inhibitor 8, Tb PYK inh -4%, Pf growth 96h inconclusive and Pf growth 48h inconclusive.
Cc1nc2ccc(S(=O)(=O)N(C)CC(=O)N3CCc4ccccc4C3)cc2s1 was read as CHX counter -2, LmPK inhibitor 5%, AmpC inh no detg 115%[activator], Shiga inhibitor 12, Tb PYK inh -30%, Pf growth 96h 10% and Pf growth 48h -25%.
Screening COc1ccc(NC(=O)CSCC(=O)Nc2cccc(S(=O)(=O)N3CCCCCC3)c2)cc1 returned AmpC inh no detg -38%, Tb PYK inh -4%, Pf growth 96h -4% and Pf growth 48h -9%.
O=c1cc(CO)oc(CN2CCN(Cc3ccccc3)CC2)c1O was read as CHX counter -6, LmPK inhibitor 14%, AmpC inh no detg -10%, Shiga inhibitor -26, Tb PYK inh 4% and Pf growth 96h 1%.
CC(=O)C1=C(C)Nc2ncnn2C1c1cccc(Br)c1 (stereo not drawn) was read as CHX counter 2, LmPK inhibitor -1%, AmpC inh no detg -3%, Shiga inhibitor -7, Tb PYK inh -8% and Pf growth 96h inconclusive.
Screening CC(C)CCNC(=O)c1c(N)n(CC2CCCO2)c2nc3ccccc3nc12 (stereo not drawn) returned CHX counter -2, LmPK inhibitor 6%, AmpC inh no detg 181%[activator], Shiga inhibitor -4, Tb PYK inh -12% and Pf growth 96h 3%.
`COc1cc(S(=O)(=O)NCc2ccccn2)c(OC)cc1Cl` gave CHX counter -2, LmPK inhibitor 1%, AmpC inh no detg -36%, Shiga inhibitor -6, Tb PYK inh 1%, Pf growth 96h 9.3µM* and Pf growth 48h -23%.
c1cncc(CNc2ncnc3ccc(-c4ccc5c(c4)OCO5)cc23)c1 was read as AmpC inh no detg 1%&-28%, Tb PYK inh 1%, Pf growth 96h 8% and Pf growth 48h inconclusive.
`Cc1ccc(S(=O)(=O)c2c(C)nn(C(C)(C)C)c2OC(=O)C(C)C)cc1` gave CHX counter -2, LmPK inhibitor 1%, AmpC inh no detg 37%, Shiga inhibitor -7, Tb PYK inh -1%, Pf growth 96h -9% and Pf growth 48h inconclusive.
Screening Cc1ccccc1Cn1cnc2c(NS(C)(=O)=O)c(C)c(C)cc21 returned CHX counter -3, LmPK inhibitor 0%, AmpC inh no detg 49%, Shiga inhibitor 2, Tb PYK inh -6%, Pf growth 96h inconclusive and Pf growth 48h inconclusive.
For COc1ccc(C(=O)N2CCN(c3nnnn3-c3ccccc3)CC2)cc1OC the results were CHX counter -4, LmPK inhibitor -2%, AmpC inh no detg 12%, Shiga inhibitor -5, Pf growth 96h 10%[5.75 µM] and Pf growth 48h -2%.
For CCOC(=O)c1cc(-c2ccccc2)n(CCC(=O)O)c1C the results were CHX counter 5, LmPK inhibitor 5%, AmpC inh no detg -5%, Shiga inhibitor -8, Tb PYK inh 0% and Pf growth 96h -2%.
`COc1ccc(Nc2cc(C)nc(N3CCOCC3)n2)cc1` gave CHX counter 12, LmPK inhibitor -2%, AmpC inh no detg -1%, Shiga inhibitor 36, Tb PYK inh -1%, Pf growth 96h 11% and Pf growth 48h 51%[activator].
Screening C=CCOc1ccc(Cl)cc1CNCCCN1CCOCC1 returned CHX counter -8, LmPK inhibitor 2%, AmpC inh no detg -3%, Shiga inhibitor -14, Tb PYK inh -1%, Pf growth 96h 15% and Pf growth 48h -13%.
Screening CC(C)(C)C(=O)NNC(=O)CCCOc1ccc(Cl)cc1Cl returned CHX counter -2, LmPK inhibitor 9%, AmpC inh no detg 101%[activator], Shiga inhibitor -7, Tb PYK inh 0%, Pf growth 96h inconclusive and Pf growth 48h -12%.
Screening COc1ccccc1N1CCN(CCCn2c(=S)[nH]c3ccccc3c2=O)CC1 returned CHX counter 1, LmPK inhibitor -2%, AmpC inh no detg -36%, Shiga inhibitor -13, Tb PYK inh 0%, Pf growth 96h 21% and Pf growth 48h 7.4µM*.
Screening COC(=O)C(C)Sc1nc2c(c(=O)[nH]c(=O)n2C)n1CCCc1ccccc1 (stereo not drawn) returned CHX counter -3, LmPK inhibitor 2%, AmpC inh no detg -9%, Shiga inhibitor -24, Tb PYK inh 1%, Pf growth 96h 13%[5.75 µM] and Pf growth 48h inconclusive.
`COc1cc(-c2nnc(CSc3nnc4nc(C)cc(C)n34)o2)cc(OC)c1OC` gave CHX counter -3, LmPK inhibitor -5%, AmpC inh no detg -16%, Shiga inhibitor 3, Tb PYK inh 0%, Pf growth 96h 0% and Pf growth 48h inconclusive.
Screening CN(Cc1ccco1)C(=O)CSc1nc(C2CC2)n(-c2ccccc2)n1 returned AmpC inh no detg -5%, Tb PYK inh inconclusive, Pf growth 96h 5% and Pf growth 48h -13%.
For CN1CCN(c2ccc(S(=O)(=O)N3CCOCC3)cc2NC(=O)Cc2ccccc2F)CC1 the results were AmpC inh no detg -1%, Tb PYK inh -3%, Pf growth 96h -28% and Pf growth 48h -35%.
For COc1cc(NC(=O)c2ccccc2-c2ccccc2)cc(OC)c1OC the results were CHX counter -5, LmPK inhibitor -1%, AmpC inh no detg 3%, Shiga inhibitor 14, Pf growth 96h 6% and Pf growth 48h -2%.
For COc1cccc(C(=O)C2CCCN(Cc3cccc(-n4cccn4)c3)C2)c1 (stereo not drawn) the results were CHX counter -1, LmPK inhibitor 8%, AmpC inh no detg 17%, Shiga inhibitor 9, Tb PYK inh 1%, Pf growth 96h inconclusive and Pf growth 48h -7%.
Screening Cc1ccccc1C(=O)NC(=S)Nc1ccc(S(=O)(=O)N(C)c2ccccc2)cc1 returned CHX counter -2, LmPK inhibitor 2%, AmpC inh no detg -37%, Shiga inhibitor 2, Tb PYK inh -14% and Pf growth 48h -26%.
`COc1ccc(/C(N)=N/OC(=O)/C=C/c2ccccc2)cc1` gave CHX counter 19, LmPK inhibitor 0%, AmpC inh no detg -20%, Shiga inhibitor 30, Tb PYK inh -4%, Pf growth 96h -28% and Pf growth 48h inconclusive.

Arranged by number of heavy atoms (ascending): part of the list above.
Screening CN(Cc1ccco1)C(=O)CSc1nc(C2CC2)n(-c2ccccc2)n1 returned AmpC inh no detg -5%, Tb PYK inh inconclusive, Pf growth 96h 5% and Pf growth 48h -13%.
For COc1cc(NC(=O)c2ccccc2-c2ccccc2)cc(OC)c1OC the results were CHX counter -5, LmPK inhibitor -1%, AmpC inh no detg 3%, Shiga inhibitor 14, Pf growth 96h 6% and Pf growth 48h -2%.
Screening COC(=O)C(C)Sc1nc2c(c(=O)[nH]c(=O)n2C)n1CCCc1ccccc1 (stereo not drawn) returned CHX counter -3, LmPK inhibitor 2%, AmpC inh no detg -9%, Shiga inhibitor -24, Tb PYK inh 1%, Pf growth 96h 13%[5.75 µM] and Pf growth 48h inconclusive.
Screening COc1ccccc1N1CCN(CCCn2c(=S)[nH]c3ccccc3c2=O)CC1 returned CHX counter 1, LmPK inhibitor -2%, AmpC inh no detg -36%, Shiga inhibitor -13, Tb PYK inh 0%, Pf growth 96h 21% and Pf growth 48h 7.4µM*.
Screening Cc1ccccc1C(=O)NC(=S)Nc1ccc(S(=O)(=O)N(C)c2ccccc2)cc1 returned CHX counter -2, LmPK inhibitor 2%, AmpC inh no detg -37%, Shiga inhibitor 2, Tb PYK inh -14% and Pf growth 48h -26%.
For CN1CCN(c2ccc(S(=O)(=O)N3CCOCC3)cc2NC(=O)Cc2ccccc2F)CC1 the results were AmpC inh no detg -1%, Tb PYK inh -3%, Pf growth 96h -28% and Pf growth 48h -35%.
